From PubChem BioAssay
UBC13 polyUb = human UBC13 polyubiquitination inhibition | P61088 | inhibition, % at 20 µM | UBC13 polyubiquitin chain formation, TR-FRET | 330,000 compounds, 0.47% hits; in the data active = inhibition above about 45%, passing the limit was not always enough; inconclusive = no clear call, values can overlap the other calls
Target sequence (P61088 whole entry, looked up): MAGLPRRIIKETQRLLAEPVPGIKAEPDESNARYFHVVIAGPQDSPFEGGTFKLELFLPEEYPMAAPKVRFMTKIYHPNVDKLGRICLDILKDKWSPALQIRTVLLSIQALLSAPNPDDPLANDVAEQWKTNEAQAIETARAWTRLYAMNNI
CCR6 antagonist = antagonists of human CCR6 receptor; inhibition, % at 20 µM; CHO-K1 CCR6 PathHunter beta-arrestin, luminescence, CCL20-stimulated; 340,000 compounds, 0.49% hits;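 active = compounds whose inhibition of the agonist-driven luminescence signal at 20 µM reaches about 50%, limit read from the data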;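 also: cells stimulated with CCL20 at 14 nM final; plate controls were DMSO with CCL20 for no effect and DMSO without agonist for full effect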
697 NFkB inh = inhibitors of the PMA/ionomycin-induced NF-kB reporter in 697 B cells; 697 B-cell NF-kB luciferase reporter, 16 h; inhibition, % at 4 µM; 330,000 compounds, 0.33% hits; AID 435022; in the data active = inhibition above about 35%
EBI2 antag = antagonists of human EBI2 receptor; P32249; EBI2 beta-arrestin recruitment, luminescence, 7a,25-OHC stimulated; inhibition, % at 5 µM; 360,000 compounds, 0.81% hits; in the data active = inhibition above about 38%;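 also: enzyme fragment complementation signal reports receptor beta-arrestin coupling in cells; 0% = agonist plus DMSO wells and 100% = wells without agonist; some results beyond the cut were filed as inactive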
Jurkat NFkB inh = inhibitors of the PMA/ionomycin-induced NF-kB reporter in Jurkat cells. AID 435003. inhibition, % at 4 µM. PMA/ionomycin-induced NF-kB luciferase reporter, luminescence. 330,000 compounds, 0.53% hits; in the data active = inhibition above about 50%
APJ antagonist = antagonists of human APJ apelin receptor. P35414. CHO-K1 APJ beta-arrestin complementation, luminescence. inhibition, % at 20 µM. 330,000 compounds, 0.32% hits;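 active = inhibition above about 40% at 20 µM, limit read from the data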;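 also: cells challenged with 10 nM apelin-13 agonist together with compound; plate controls were apelin-13 plus DMSO wells for no effect and DMSO wells lacking apelin-13 for full effect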
Target sequence (P35414 whole entry, looked up): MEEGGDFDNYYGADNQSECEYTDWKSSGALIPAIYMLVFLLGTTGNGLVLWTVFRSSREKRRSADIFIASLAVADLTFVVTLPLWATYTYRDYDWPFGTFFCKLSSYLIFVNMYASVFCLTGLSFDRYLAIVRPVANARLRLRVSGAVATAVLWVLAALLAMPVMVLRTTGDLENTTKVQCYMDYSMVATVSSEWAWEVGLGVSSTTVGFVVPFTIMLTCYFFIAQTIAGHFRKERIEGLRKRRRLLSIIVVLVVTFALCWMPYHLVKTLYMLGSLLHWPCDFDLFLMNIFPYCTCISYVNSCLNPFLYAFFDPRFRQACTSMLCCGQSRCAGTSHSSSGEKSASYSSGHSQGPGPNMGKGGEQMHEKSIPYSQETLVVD
CXCR6 inh = inhibitors of human CXCR6 receptor; 360,000 compounds, 0.36% hits; inhibition, % at 20 µM; CHO-K1 PathHunter CXCR6 beta-arrestin, luminescence; AID 602244; in the data active = inhibition above about 34%, passing the limit was not always enough;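 also: antagonist mode with CXCL16 agonist at 10 nM final; 0% = 10 nM CXCL16 with DMSO and 100% = unstimulated wells without agonist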
Target sequence (O00574 whole entry, looked up): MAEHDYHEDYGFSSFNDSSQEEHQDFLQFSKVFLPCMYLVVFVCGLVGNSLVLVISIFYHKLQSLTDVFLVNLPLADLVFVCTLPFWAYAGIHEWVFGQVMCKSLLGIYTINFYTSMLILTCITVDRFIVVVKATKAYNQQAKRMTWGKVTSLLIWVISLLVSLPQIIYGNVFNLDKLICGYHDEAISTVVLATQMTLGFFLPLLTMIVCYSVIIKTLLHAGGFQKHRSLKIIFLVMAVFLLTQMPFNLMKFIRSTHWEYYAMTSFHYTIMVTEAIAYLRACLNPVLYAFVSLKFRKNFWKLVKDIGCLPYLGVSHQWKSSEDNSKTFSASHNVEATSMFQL
Gli-Sufu antag = antagonists of Gli-Sufu signaling | Sufu-KO-LIGHT fibroblasts, Gli luciferase reporter luminescence | inhibition, % at 5 µM | 340,000 compounds, 0.74% hits | AID 588413;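 active = inhibition above about 55%, limit read from the data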;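 also: 0% = DMSO-treated cells and 100% = wells with medium but no cells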
An asterisk follows results filed as active; ? = inconclusive; . = not tested or not shown.

SMILES	UBC13 polyUb	CCR6 antagonist	697 NFkB inh	EBI2 antag	Jurkat NFkB inh	APJ antagonist	CXCR6 inh	Gli-Sufu antag
COc1cccc(CCNC(=O)c2cc(COc3c(F)cccc3F)on2)c1	-2	-5	3	12	5	18	-7	-5
COc1ccc(-c2nn(-c3ccccc3)cc2C=O)cc1[N+](=O)[O-]	7	-10	22	-21	-14	-11	-3	55*
CC1CCCN(S(=O)(=O)c2ccc(C(=O)Nc3nnc(C4=COCCO4)o3)cc2)C1 (stereo unspecified)	-16	.	3	9	3	26	2	.
CCCn1c(SCC(=O)N2N=C3/C(=C/c4ccc(OC)cc4)CCCC3C2c2ccc(OC)cc2)n[nH]c1=O (stereo unspecified)	-13	22	-41	1	-4	4	8	8
Cc1cccc(OCCSCc2nc3ccccc3[nH]2)c1	13	-9	-6	0	-8	-6	7	26
CCOC(=O)C1CCN(C(=O)Cn2nc(C)n3c(cc4cc(F)ccc43)c2=O)CC1	-5	6	6	3	-6	5	-6	2
O=C(Nc1nc2n(n1)C(c1ccc(Cl)cc1)CC(c1ccc(Cl)cc1)N2)c1ccco1 (stereo unspecified)	3	15	-3	.	-4	6	.	4
Cc1ccc(NC(=O)CCCn2c(=S)[nH]c3ccsc3c2=O)cc1C	?	0	8	-14	8	13	5	-5
Fc1ccccc1-c1cc2cc3c(cc2cn1)OCO3	3	-6	-204	20	-134	-12	-6	-74
Cc1nn(C)c(C)c1C(C)NC(=O)c1cc(COc2ccc(F)c(F)c2)on1 (stereo unspecified)	-1	6	-53	4	-9	8	-1	5
Clc1cnc(N/N=C/c2ccncc2)c(Cl)c1	-7	5	6	-2	-16	-1	4	-17
Cn1c2ccccc2c2c(C(=O)N3CCN(c4ccccn4)CC3)cn(C3CCCC3)c(=O)c21	9	9	1	0	-5	-9	9	2
O=C(CC1NCCNC1=O)OCCCc1ccccc1 (stereo unspecified)	2	-1	8	-11	2	8	-6	1
O=C(CSc1ccc(-c2ccco2)nn1)NCc1ccc(F)cc1	2	-13	9	9	13	0	-4	1
CCC(C)[C@H]1CN=C(N)N1CCc1cccc(F)c1 (stereo partly specified)	1	-3	-12	-9	0	1	12	31
COc1ccc(CNC(=O)CC2C(=O)NCCN2CC(C)(C)C)c(OC)c1 (stereo unspecified)	10	-6	9	6	-8	2	-10	-19
CCN(CC(=O)Nc1c(F)cccc1F)C(=O)CCN1C(=O)c2cccc([N+](=O)[O-])c2C1=O	-6	-9	-1	-5	3	22	2	2
COc1ccc(Nc2nc(-c3sc(C)nc3C)cs2)cc1	-3	-4	-70	53*	51*	-20	-4	28
COc1ccc(CC(=O)Nc2ccncc2Cl)cc1	11	-1	-18	-4	24	-9	-7	66*
O=c1c2ccccc2n(Cc2ccc(Cl)cc2)c(=O)n1Cc1ccco1	10	7	-8	77*	-16	17	11	1
Cc1ccc(-n2c(Cn3c(C)nc4ccccc43)n[nH]c2=S)cc1	5	2	4	-3	-7	-2	-1	-2
CCc1ccc(OCC(=O)Nc2ncc3c(n2)CC(C)(C)CC3=O)cc1	1	9	3	-11	12	-1	0	-4
CCN(CC)CCC(c1cc(OC)c(OC)c(OC)c1)c1c(O)cc(OC)cc1OC (stereo unspecified)	13	14	25	-9	5	9	0	14
CCOc1cc(/C=C(\CC(=O)O)c2nc3ccccc3s2)ccc1OC	-14	0	-38	-5	-5	-24	2	4
COc1nc(-c2ccccc2)cc(-c2ccc(OC)c(OC)c2)n1	24	-18	-1	-2	-7	-17	1	11
CCOCC(=O)N1CCc2ccccc21	-3	13	10	-8	-8	-16	-21	15
CCN1CCN(C(=O)c2ccc3c(c2)N(Cc2ccccc2)C(=O)c2ccccc2S3(=O)=O)CC1	3	2	1	0	7	10	-3	9
Cc1ccc(C(=O)CCS(=O)(=O)c2ccc(Br)cc2)cc1	3	1	6	-8	-2	9	7	-2
CCCOc1ccc(C(=O)NNC(=S)NC(C)=O)cc1	75*	47	-5	4	1	10	23	17
Cc1ccccc1S(=O)(=O)Cc1ccc(C(=O)NC(C)c2ccccc2)o1 (stereo unspecified)	-6	15	-12	1	12	-5	2	-16
Cc1ccc2[nH]c(=O)c(CN(CCCN(C)C)C(=O)Nc3ccc(Cl)cc3)cc2c1	12	-1	15	-7	12	2	-1	9
Cc1cc(C)n(C(=O)CN(C)S(=O)(=O)c2ccc([N+](=O)[O-])cc2)n1	3	-7	21	0	10	-25	-12	8
CN(C)C(CNC(=O)c1cccc(S(=O)(=O)N2CCN(c3ccccc3)CC2)c1)c1ccccc1 (stereo unspecified)	.	8	.	-2	.	.	-1	29
COCCCN1C(=O)C(=O)/C(=C(/O)c2ccc(S(=O)(=O)N3CCCCC3)cc2)C1c1ccc(O)c(OC)c1 (stereo unspecified)	-3	-1	-10	3	7	8	2	1
Cc1nccn1-c1cc(C(C)(C)C)nc2c(-c3ccccc3)cnn12	-1	5	-14	-5	-14	-43	-2	-10
O=C(NCC(=O)N(c1ccc(F)cc1)C(C(=O)NC1CCCC1)c1cccnc1)c1ccco1 (stereo unspecified)	3	-1	-9	-9	-11	-5	-6	29
Cc1cc(CC(=O)O)c2oc(-c3ccoc3)cc(=O)c2c1	1	3	6	.	7	9	.	-12
Cn1nc(-c2ccccc2)c(C(=O)Nc2ccc(C(F)(F)F)cc2)c1Cl	-13	-2	-7	-10	6	5	1	-3
Cn1nc(C(F)(F)F)c(C(=O)Nc2cccc(C(F)(F)F)c2)c1SCc1ccc(Cl)cc1	-9	14	2	34	4	1	-12	5
COc1ccc(/C=C/C(=O)c2cc(Br)ccc2OC(=O)c2ccco2)cc1OC	0	6	11	3	-2	-3	-10	-10
Cc1ccc(NC(=O)N2CCC(C(=O)NCC(C)C)CC2)cc1	-6	9	4	9	2	5	-1	9
O=C(Cn1ccc([N+](=O)[O-])n1)NCc1cccs1	2	7	-5	3	-7	8	10	4
COc1cccc(CSc2nnc(-c3ccncc3)n2C)c1	6	13	5	7	9	11	0	-3
COc1cccc(NC(=O)c2nn(-c3ccc(OC)cc3OC)c(=O)c3ccccc23)c1	7	3	7	7	1	7	3	1
COc1ccc(CNCCS(=O)(=O)NC2CCCC2)cc1	.	10	6	-4	.	.	0	-1
Cc1[nH]n(C(N)=S)c(=O)c1N=Nc1ccc(S(=O)(=O)N2CCCCCC2)cc1	-27	39	-22	6	6	36	30	5
CCn1c(SCC(=O)N2CCC(C)CC2)nc2c(c1=O)SC(C)C2 (stereo unspecified)	-5	8	-33	-10	10	-47	2	6
Cc1nc2ccc(S(=O)(=O)Nc3ccc(-c4nc5cccnc5s4)cc3)cc2s1	4	-17	-37	-8	-31	-25	-12	-16
NS(=O)(=O)c1ccc(CCNC(=O)c2ccc(Cl)c(S(=O)(=O)NCc3ccco3)c2)cc1	6	18	19	7	9	-9	6	1
CC1CCN(S(=O)(=O)c2ccc(NC(=O)CN3CCCC(C)C3)cc2)CC1 (stereo unspecified)	14	1	1	-8	2	12	35	9
Cc1ccc(Cn2c([N+](=O)[O-])cnc2C)cc1	6	4	5	1	0	1	-1	6
O=[N+]([O-])c1ccc(Sc2n[nH]c(-c3ccco3)n2)nc1	1	-4	4	-4	3	0	-1	-4
CCN(CCn1cccn1)C(=O)CCc1nnc(-c2ccccc2)o1	-16	11	-13	-7	-21	0	1	14
Cc1cc2c3c(c1C)C(=O)C(=O)N3C(C)(C)CC2C (stereo unspecified)	-29	5	2	5	11	-2	-4	-2
CC(=O)c1cc(-c2ccccc2)n(CC(=O)N2CCCC2)c1C	-21	-5	-8	-17	-3	8	4	-10
Cc1cccc(-c2c3c(=O)n(C)c(=O)n(C)c3cn2C(C)(C)C)c1	9	3	5	-11	-9	-2	-8	5
Cc1cc(NC(=O)c2cc(-c3ccco3)on2)nn1Cc1ccc(Cl)cc1	.	2	.	13	.	.	-7	-1
CCC(C)N(C(=O)COC(=O)COc1c(C)cc(C)cc1C)C1CCS(=O)(=O)C1 (stereo unspecified)	3	4	9	-5	5	2	0	-9
Cc1cc(C)nc(Nc2nc(-c3ccccc3)cs2)n1	-1	7	-466	10	-200	-19	-4	-44
Cn1c(SCC(=O)c2ccc(F)cc2)nc2cccnc21	11	5	9	0	-3	6	10	-6
(listing goes on)
SMILES	UBC13 polyUb	CCR6 antagonist	697 NFkB inh	EBI2 antag	Jurkat NFkB inh	APJ antagonist	CXCR6 inh	Gli-Sufu antag
CN(C)S(=O)(=O)c1ccc(Cl)c(NC(=O)CN2C(=O)NC3(CCc4ccccc43)C2=O)c1 (stereo unspecified)	18	5	25	-1	4	-1	-6	-1
O=C(NCCCNC(=O)c1cnccn1)c1ccc(Cl)c(Cl)c1	1	6	-4	0	-5	3	-4	-10
C1=NN(c2ccccc2)C=NN1c1ccccc1	.	8	.	1	.	.	-1	-74
Cc1nn(Cc2c(F)c(F)c(F)c(F)c2F)c(C)c1NC(=O)c1ccnn1C	1	-4	9	-10	6	-9	-5	0
CCOc1ccc(-c2c[n+]3c(n2-c2ccccc2)CCCCC3)cc1	-2	17	60*	-2	47	0	-1	88*
CCn1c(SCC(=O)Nc2nc(C)cs2)nnc1-c1ccco1	6	-3	3	-7	-6	-5	0	6
O=C(c1cccnc1)N1CCC(Oc2ccc(C(=O)N3CCCCO3)cc2)CC1	-6	13	-4	-10	8	-3	-2	.
Cc1cc(NC(=O)CSc2nc(-c3ccco3)cc(C(F)(F)F)n2)no1	-8	2	-26	-4	46	3	5	-2

Reformatted as a markdown table: 3 of the compounds above.
| compound | UBC13 polyUb | CCR6 antagonist | 697 NFkB inh | EBI2 antag | Jurkat NFkB inh | APJ antagonist | CXCR6 inh | Gli-Sufu antag |
| --- | --- | --- | --- | --- | --- | --- | --- | --- |
| CN(C)S(=O)(=O)c1ccc(Cl)c(NC(=O)CN2C(=O)NC3(CCc4ccccc43)C2=O)c1 (stereo unspecified) | 18 | 5 | 25 | -1 | 4 | -1 | -6 | -1 |
| Cc1nn(Cc2c(F)c(F)c(F)c(F)c2F)c(C)c1NC(=O)c1ccnn1C | 1 | -4 | 9 | -10 | 6 | -9 | -5 | 0 |
| C1=NN(c2ccccc2)C=NN1c1ccccc1 | . | 8 | . | 1 | . | . | -1 | -74 |

Compounds shown so far containing an aryl methoxy group, in the order listed:
SMILES	UBC13 polyUb	CCR6 antagonist	697 NFkB inh	EBI2 antag	Jurkat NFkB inh	APJ antagonist	CXCR6 inh	Gli-Sufu antag
COc1cccc(CCNC(=O)c2cc(COc3c(F)cccc3F)on2)c1	-2	-5	3	12	5	18	-7	-5
COc1ccc(-c2nn(-c3ccccc3)cc2C=O)cc1[N+](=O)[O-]	7	-10	22	-21	-14	-11	-3	55*
CCCn1c(SCC(=O)N2N=C3/C(=C/c4ccc(OC)cc4)CCCC3C2c2ccc(OC)cc2)n[nH]c1=O (stereo unspecified)	-13	22	-41	1	-4	4	8	8
COc1ccc(CNC(=O)CC2C(=O)NCCN2CC(C)(C)C)c(OC)c1 (stereo unspecified)	10	-6	9	6	-8	2	-10	-19
COc1ccc(Nc2nc(-c3sc(C)nc3C)cs2)cc1	-3	-4	-70	53*	51*	-20	-4	28
COc1ccc(CC(=O)Nc2ccncc2Cl)cc1	11	-1	-18	-4	24	-9	-7	66*
CCN(CC)CCC(c1cc(OC)c(OC)c(OC)c1)c1c(O)cc(OC)cc1OC (stereo unspecified)	13	14	25	-9	5	9	0	14
CCOc1cc(/C=C(\CC(=O)O)c2nc3ccccc3s2)ccc1OC	-14	0	-38	-5	-5	-24	2	4
COc1nc(-c2ccccc2)cc(-c2ccc(OC)c(OC)c2)n1	24	-18	-1	-2	-7	-17	1	11
COCCCN1C(=O)C(=O)/C(=C(/O)c2ccc(S(=O)(=O)N3CCCCC3)cc2)C1c1ccc(O)c(OC)c1 (stereo unspecified)	-3	-1	-10	3	7	8	2	1
COc1ccc(/C=C/C(=O)c2cc(Br)ccc2OC(=O)c2ccco2)cc1OC	0	6	11	3	-2	-3	-10	-10
COc1cccc(CSc2nnc(-c3ccncc3)n2C)c1	6	13	5	7	9	11	0	-3
COc1cccc(NC(=O)c2nn(-c3ccc(OC)cc3OC)c(=O)c3ccccc23)c1	7	3	7	7	1	7	3	1
COc1ccc(CNCCS(=O)(=O)NC2CCCC2)cc1	.	10	6	-4	.	.	0	-1
